Nrf2 activator – qHTS of Nrf2 Activators. AREc32 ARE-luciferase reporter (MCF7-derived line), luminescence, 24 h. Potency, µM (highest dose often 46.1 µM), for inactives: at the top dose activation, most hits filed as activators. actives 0.31% (n = 410,000); also: potency is read from the fitted curve at half-maximal effect; % of control where 0% means no effect; nearly all actives have a fitted effect of over 65% in size
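Reporter line AREc32 (ARE-Fluc), seeded overnight in OPTI-MEM with 5% FBS; compound pin-transferred, 24 hr at 37 deg C, 5% CO2; luminescent read-out.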
TGFb SMAD3 inh – qHTS for Inhibitors of TGF-b; HepG2 CAGA-GFP TGF-b/SMAD3 reporter, GFP fluorescence, 18 h; TGF-beta stimulated, 500 pg/mL final; Potency, µM (doses to about 46.1 µM), for the others: top-dose activity, negative = inhibition, usual class: inhibitors; actives 1.2% (n = 410,000); AID 588855, 2011; also: potency is read from the fitted curve at half-maximal effect; % is scaled to controls: 0 for no effect and ±100 for the full control effect; nearly all actives have a fitted effect of over 65% in size
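Using HEPG2 CAGA-GFP reporter cells at 1000 cells/well, we pinned test compounds, stimulated with recombinant TGF-beta (500 pg/mL final) and measured total well GFP after 18 h.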
ATXN2 expr inh – Primary qHTS for Inhibitors of ATXN expression | HEK-293 ATXN2-luciferase reporter, luminescence, 24 h | Potency, µM (series often up to 57 µM), without a hit: at the highest dose activity change, negative = inhibition, hits mostly inhibitors | actives 0.72% (n = 360,000) | AID 1745845, 2022; also: potency is read from the fitted curve at half-maximal effect; % is scaled to controls: 0 for no effect and ±100 for the full control effect; nearly all actives have a fitted effect of over 55% in size
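qHTS (up to 57 uM final) was run with 24 h compound exposure of reporter cells at 37 °C. Each well was multiplexed: SteadyGlo luminescence measured ATXN2-luciferase expression after a fluorogenic Gly-Phe-AFC viability readout (25 uM final).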
S2 tox – Viability Counterscreen for Primary qHTS for Inhibitors of ATXN expression; Potency, µM (doses to about 56.7 µM), most hits filed as cytotoxic; S2 cells (HEK-293 line with an ATXN2-luciferase reporter) viability, CellTiter-Fluor protease fluorescence, 24 h; AID 651635, 2014; actives 0.49% (n = 400,000); also: potency is read from the fitted curve at half-maximal effect; nearly all actives have a fitted effect of over 40% in size
A549 viability – Nrf2 qHTS screen for inhibitors: counterscreen for cytotoxicity; A549 ARE-Fluc cells, CellTiter-Fluor viability, 18-24 h; Potency, µM (titrated, usually from 46 µM), without a hit: at the top dose activity change, negative = cytotoxicity, hits mostly inhibitors; actives 0.16% (n = 390,000); AID 504648, 2011; also: potency is read from the fitted curve at half-maximal effect; % is scaled to controls: 0 for no effect and ±100 for the full control effect
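A549 ARE_Fluc cells in 5% FBS OPTI-MEM were exposed to compounds in concentration-response for 18-24 h at 37 deg C. Viability was read by CellTiter-Fluor fluorescence (Ex 405/Em 525) after 30 min, before the luciferase read.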
MCF10A rereplic – A quantitative high throughput screen for small molecules that induce DNA re-replication in MCF 10a normal breast cells; AID 624296, 2012; actives 2.9% (n = 350,000); Potency, µM (doses to about 46.1 µM), without a hit: at the top dose activity, positive = re-replication, most hits filed as activators; MCF 10A DNA re-replication, Hoechst nuclear intensity, 48 h; also: potency is read from the fitted curve at half-maximal effect; % of control where 0% means no effect; nearly all actives have a fitted effect of over 50% in size
HepG2 viability – qHTS for Inhibitors of TGF-b: Cytotox Counterscreen | Potency, µM (series often up to 46.1 µM), without a hit: top-dose activity change, negative = cytotoxicity, actives largely listed as cytotoxic | actives 0.76% (n = 410,000) | HepG2 CAGA-GFP viability, ATP luminescence, 18 h | AID 588856, 2011; also: potency is read from the fitted curve at half-maximal effect; some results filed as inactive show a strong effect at the top dose
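HepG2 CAGA-GFP cells (1000/well, DMEM with 1% FBS) received compound, then TGF-beta at 500 pg/mL final, and were incubated 18 hours at 37 degrees C. Viability was read by CellTiter-Glo luminescence. Media-only wells were set as complete cell-killing and DMSO as no toxicity.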
Nrf2 block – Nrf2 qHTS screen for inhibitors | actives 2.1% (n = 360,000) | AID 504444, 2011 | A549 ARE-Fluc reporter, luciferase luminescence, 18-24 h | Potency, µM (series often up to 46 µM), inactives show at the highest dose activity change, negative = inhibition, most hits filed as inhibitors; also: potency is read from the fitted curve at half-maximal effect; % is scaled to controls: 0 for no effect and ±100 for the full control effect; nearly all actives have a fitted effect of over 60% in size
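A549 ARE_Fluc cells (5000/well, 5% FBS OPTI-MEM) pre-incubated 2 h, then treated with compounds 18-24 h at 37C/5% CO2 in concentration-response. CellTiter-Fluor viability read first; BugLite luciferase luminescence after 15 min at room temperature gives Nrf2 activity.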
IL-1B inflam inh – qHTS for Inhibitors of Inflammasome Signaling: IL-1-beta AlphaLISA Primary Screen. THP-1 LPS/ATP IL-1B secretion, AlphaLISA, 16 h; active compounds read low. activity change, % at 57.5 µM. actives 4.7% (n = 360,000); in the data active = activity change below about -50%; inconclusive = mostly about -30% to -49%; also: % is scaled to controls: 0 for no effect and ±100 for the full control effect
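THP-1 cells pretreated 1 hr with compounds (up to 57.5 uM final), then stimulated with LPS (250 ng/mL final) plus ATP (1.25 mM final); secreted IL-1B measured by AlphaLISA after 16 hr, decreased signal indicating inhibition.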
Active calls of the source: *; i = inactive; ? = inconclusive; / = not tested or not shown; & = joins results of further samples; [ ] = another dose, or the depositor's remark. Unless noted, calls follow the shape of the dose curve; as a rule, active = well fitted curve in the direction sought with a large enough effect; inconclusive = small, poorly fitted or top-dose-only effect, or another doubt; inactive = no such curve, though single readings can be large; an effect the other way counts as inactive or inconclusive.

SMILES	Nrf2 activator	TGFb SMAD3 inh	ATXN2 expr inh	S2 tox	A549 viability	MCF10A rereplic	HepG2 viability	Nrf2 block	IL-1B inflam inh
Cc1cccc(Cn2c(=O)n(CC3CCC(C(=O)N4CCOCC4)CC3)c(=O)c3sccc32)c1 (stereo not given)	3.6%	?	14%	i	-5%	/	-31%	-27%	/
Cc1ccc(SCc2nc3ccccc3n2CC(=O)Nc2c(C)cccc2C)cc1	0.3%	-40%	-5%	?	-4%	21%	-35%	?	-11
Cn1ncc2c(N3CCOCC3)ncnc21	-0.1%	34%	1%	i	0%	12%	-25%	?	-11
CC(=O)OC1CC(C)(C)N(OC(=O)CCCN2C(=O)c3ccccc3C2=O)C(C)(C)C1	0.4%	-6%	-3%	i	2%	12%	0%	2%	6
Cc1ccc(S(=O)(=O)N(CC(=O)NCCSCc2ccco2)c2cc(C)ccc2C)cc1	0.3%	3%	-6%	i	-14%	14%	-18%	?	-24
CC(=O)Nc1ccc(S(=O)(=O)N2CCOCC2)cc1	-0.6%	-2%	4%	i	-5%	2%	1%	1%	4
CCOc1ccccc1NC(=O)COC(=O)c1cn(CC)c2nc(C)ccc2c1=O	-1.1%	?	7%	i	-3%	/	-18%	-21%	/
O=C(C1=C(O)C(=O)N(CCOCCO)C1c1cccs1)c1cccs1 (stereo not given)	0.3%	-4%	-1%	i	-14%	-4%	-3%	9%	11
C=CCn1c(O)c(N=NC(=O)c2ccc3c(c2)OCO3)c2ccccc21	3.6%	8%	-9%	i	0%	7%	6%	25%	0
CC(=O)Nc1ccc(NC(=O)C(C)OC(=O)c2ccccc2C(=O)c2ccc(Cl)c([N+](=O)[O-])c2)cc1 (stereo not given)	?	0%	?	/	-16%	16µM*	-26%	-6%	-108*
CCN(CC)S(=O)(=O)c1cc(NS(=O)(=O)c2cccs2)ccc1C	-0.1%	8%	-5%	i	-17%	19%	-29%	?	14
Cc1cc(C)cc(NC(=O)CS(=O)(=O)c2ccccc2)c1	0.5%	-2%	6%	i	-2%	0%	2%	3%	-10
COc1ccccc1NS(=O)(=O)c1cc(N=N/C(C(=O)Nc2ccc(Cl)cc2)=C(/C)O)ccc1C	0.2%	-1%	/	?	-18%	0%	-4%	4%	3
COc1cc(NC(=S)NCCc2ccc(S(N)(=O)=O)cc2)c(OC)cc1Cl	-0.5%	2%	-3%	i	1%	-7%	-11%	5%	3
CC(C)(C)c1ccc(OCCn2ccccc2=O)cc1	0.6%	3%	79%[activator]	i	-8%	13%	-26%	?	-10
Cn1nc(C(C)(C)C)cc1C(=O)NNC(=O)c1cccc(Cl)c1	1.7%	-6%	-10%	i	0%	0%	-10%	-26%	40
CCc1ccc(C(=O)Cc2cc3cccc(OC)c3oc2=O)cc1	6.2%	5%	/	i	0%	-17%	-13%	5%	10
CCOC(=O)N1CCN(C(=O)c2ccc(SC)cc2OC)CC1	-0.1%	-15%	/	i	0%	-1%	-12%	12µM*	10
COc1ccc(Cc2c(O)nc(SC)n(C(C)=O)c2=O)cc1	-0.1%	?	-3%	i	-1%	-6%	-84%	-5%	0
O=C(NC1CCN(C(=O)Nc2cccc(Cl)c2)CC1)C1CCCCC1	8.7%	8%	-17%	i	1%	-7%	-25%	-5%	6

Brought forward from above: 2 compounds; new compounds follow.
SMILES	Nrf2 activator	TGFb SMAD3 inh	ATXN2 expr inh	S2 tox	A549 viability	MCF10A rereplic	HepG2 viability	Nrf2 block	IL-1B inflam inh
COc1ccc(Cc2c(O)nc(SC)n(C(C)=O)c2=O)cc1	-0.1%	?	-3%	i	-1%	-6%	-84%	-5%	0
O=C(NC1CCN(C(=O)Nc2cccc(Cl)c2)CC1)C1CCCCC1	8.7%	8%	-17%	i	1%	-7%	-25%	-5%	6
O=C(CCl)Nc1ccccc1C(=O)NCc1ccccc1	?	6%	?	?	-4%	28%	-4%	-20%	-83*
COc1ccc(NC(=O)C2Cc3c(-c4cccc(F)c4)ccnc3O2)cn1 (stereo not given)	1.0%	15%	-4%	?	/	/	11%	/	-16
NS(=O)(=O)c1ccc(NC(=O)CCC(=O)N2CCOCC2)cc1	-0.2%	0%	44%[activator]	i	7%	-6%	7%	1%	5
CC(=O)c1c(C)nc2sc3c(=N)n(N)cnc3c2c1-c1ccc(Cl)cc1	0.0%	-14%	-11%	i	-6%	10%	-32%	-8%	28
COC(=O)c1cnn(-c2ccc(F)cc2F)c1/C=N/NC(N)=S	2.5%	?	/	?	4%	7%	-39%	-18%	10
CC(C)(C)OC(=O)N1CCN(C(=O)c2nc[nH]c2C(=O)N2CCN(c3ccccc3)CC2)CC1	-0.1%	-30%	2%	i	2%	19%	1%	-12%	5
CCc1c(Nc2ccccc2C)nc(N)[nH]c1=O	1.9%	8%	0%	i	3%	-6%	-3%	?	29
O=C(c1ccccc1)c1cccn1CC(=O)N1CCN(C2CCCCC2)CC1	0.1%	10%	5%	i	0%	-2%	2%	38%	-20
O=C(NCCN1CCCC(O)C1)c1cc(COc2c(F)cccc2F)on1 (stereo not given)	-0.3%	-11%	6%	i	0%	8%	-1%	9%	8
O=c1c2ccccc2nc2c3ccccc3cnn12	9.0%	-2%	12%	i	0%	25%	-28%	29%	0
CC(=O)Nc1ccc(-c2ccnc3c2CC(C)(C(=O)Nc2cccc(C(C)=O)c2)O3)cc1 (stereo not given)	0.0%	25%	-4%	i	/	/	-7%	/	?
CCN1C(=O)/C(=C\N(C)C)c2ccccc21	4.2%	0%	4%	i	10%	6%	-19%	7%	3
CCCC(=O)Nc1nc2ccc(NC(=O)c3ccc(Br)o3)cc2s1	0.2%	-5%	0%	i	-1%	?	-24%	/	-61*
CCOC(=O)c1cc(C)n(CCCN2CCOCC2)c1C	-0.4%	-2%	1%	i	-8%	0%	-18%	-10%	-10
CCCn1c(SCC(=O)N2CC(=O)Nc3ccccc32)n[nH]c1=O	2.6%	-1%	7%	i	3%	-2%	3%	-4%	19
CCC(C(=O)OCC(=O)Nc1c(C)n(C)n(-c2ccccc2)c1=O)c1ccccc1 (stereo not given)	-0.8%	-11%	2%	i	?	3%	-6%	4%	28
O=C(NCc1ccccc1)NC1CC2CCC(C1)N2Cc1ccco1 (stereo not given)	-1.0%	?	2%	i	6%	1%	0%	10%	3
Clc1ccc(CN2CCC(c3nc4ccc(Cl)cc4[nH]3)CC2)cc1	6.4%	?	?	?	-17%	?	-61%	-28%	-61*
COCC(=O)Nc1cc(C(=O)OC)cc(C(=O)OC)c1	-0.2%	-19%	2%	i	12%	0%	-45%	-4%	19
CCn1cc(/C=C(\NC(=O)c2ccccc2OC)C(=O)NCCN2CCOCC2)c2ccccc21	3.6%	-8%	/	i	/	/	-10%	/	-6

Taken from above:
HepG2 viability, CCOC(=O)c1cc(C)n(CCCN2CCOCC2)c1C reads -18%
A549 viability, O=C(NCc1ccccc1)NC1CC2CCC(C1)N2Cc1ccco1 (stereo not given) reads 6%
Nrf2 activator, COCC(=O)Nc1cc(C(=O)OC)cc(C(=O)OC)c1 reads -0.2%

Later entries.
SMILES	Nrf2 activator	TGFb SMAD3 inh	ATXN2 expr inh	S2 tox	A549 viability	MCF10A rereplic	HepG2 viability	Nrf2 block	IL-1B inflam inh
COc1ccc(C2c3c(ncn(CCN4CCOCC4)c3=N)Oc3ccc4ccccc4c32)cc1 (stereo not given)	8.5%	-3%	-7%	?	-16%&-1%	?	-36%	-9%&16%	?
COC(=O)Cc1ccc(NC(=S)N2CCCCC2C)cc1 (stereo not given)	0.1%	7%	9%	i	2%	1%	-7%	-17%	5
C[C@H]1CN([C@@H](C)CO)C(=O)CCCn2nncc2CO[C@H]1CN(C)C(=O)C1CC1	-1.0%	-1%	-6%	i	/	/	-2%	/	-15
Cc1ccc(C(=O)Nc2ccccc2)cc1S(=O)(=O)Nc1ccccc1	5.6%	?	-37%	?	-1%	/	-29%	?	/
COc1cccc(Cn2c(SCC(=O)N(C)c3ccccc3)nc3ccccc32)c1	4.1%	?	?	?	0%	/	-41%	/	/
COc1ccc(S(=O)(=O)NC(=O)C2(C)CCN2C(=O)c2ccccc2CCc2ccccc2)cc1 (stereo not given)	0.3%	7%	3%	i	/	/	-14%	/	22
Cc1ccc(-c2nn(-c3ccccn3)c(=O)c3ccccc23)cc1	1.6%	-10%	-26%	i	1%	11%	-17%	-4%	-17
COc1ccc(-c2nc3ccccc3o2)cc1NC(=O)C(C)(C)Oc1ccc(Br)cc1	-1.4%	33%	-2%	i	3%	/	1%	4%	/
O=C(Nc1nnc(SCc2c(Cl)cccc2Cl)s1)C1CCCO1 (stereo not given)	2.1%	2%	3%	i	16%	12µM*	-32%	3%	-5
COc1ccc(C(=O)/C=C/c2ccc(OCc3ccccc3)cc2)cc1CSCC(=O)O	?	?	?	i	-1%	23µM*	-45%	?	-28
COC(=O)c1cc(COc2ccc3c4c(c(=O)oc3c2)CCCC4)c(C)o1	2.2%	?	-8%	i	-1%	-8%	-31%	3%	-11
O=C(COc1ccc(Cl)cc1)N(Cc1ccco1)c1ccccn1	23%	?	24%	i	4%	/	-2%	12%	/
Cc1ccc(NC(=O)c2sc(-n3nc(C)c(Cc4ccc5c(c4)OCO5)c3C)nc2C)cc1C	-0.8%	32%	-9%	i	4%	/	-17%	22%	/
Cc1ccc(NC(=O)CSc2nc3ccccc3c3nc(CCc4c(C)n[nH]c4C)nn23)c(C)c1	-0.7%	4%	9%	i	-8%	/	2%	/	/
CC1Cc2cc(/C(O)=C3/C(=O)C(=O)N(CCCn4ccnc4)C3c3ccncc3)ccc2O1 (stereo not given)	0.0%	1%	5%	i	2%	-1%	-15%	6%	42
COc1ccc(-c2ccnc(SCC(=O)c3ccc(Br)cc3)n2)cc1	-0.5%	-1%	-5%	i	4%	-3%	-6%	-2%	-2
